Source: PubChem BioAssay
CatS inh = inhibitors of human cathepsin S, biochemical, compound mixtures. P25774. recombinant cathepsin S, AMC dipeptide fluorescence, pooled mixtures. inhibition, %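 (tested at 5 µM per compound within 10-compound mixtures)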. actives 0.06% (n = 62,000). AID 501, 2006; in the data active means inhibition above about 32%, passing the limit was not always enough;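 further: 0% = enzyme without compound and 100% = blank without enzyme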
AP ELISA ortho = alternative complement pathway inhibitors, primary screen, biochemical, ELISA, human serum, orthogonally pooled compounds. inhibition, % at 5 µM. actives 0.08% (n = 62,000). LPS-coated ELISA, C3 deposition; tested in compound mixtures;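 active means inhibition above 30% in each of the two pooled mixtures holding the compound, so the lower value exceeds 30%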;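 further: 0% = serum in Mg-EGTA without compound and 100% = EDTA serum blank; some compounds past the cut are filed as inactive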
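Test system: human serum complement alternative pathway, C3 deposition onto LPS / Medium: Mg2+-EGTA GVB++ buffer containing human serum at 1:15 dilution / Probe or stimulus: Plate-bound LPS / Times: 1 h at 37 °C / Signal: ELISA with HRP anti-human C3 antibody, TMB substrate, absorbance 450 nm / Measure: percent inhibition / Repeats: two pool placements per compound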
RORA act = activators of orphan receptor RORA, primary screen, cell-based, luminescence; Nuclear receptor ROR-alpha (Homo sapiens), P35398; CHO-K1 Gal4-RORA LBD luciferase reporter; percent increase over mock-subtracted basal signal; activation, % at 10 µM; actives 1.5% (n = 65,000); AID 560, 2006;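 active means activation above the mean of all tested compounds plus 3 SD, cut at about 49% in these data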;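 further: 0% = DMSO-treated RORA cells and 100% = added signal equal to DMSO minus mock-transfected cells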
CatB block = human cathepsin B inhibitors, primary screen, biochemical, fluorogenic substrate | purified cathepsin B, fluorescence | actives 0.1% (n = 63,000) | P07858 | AID 453, 2006 | inhibition, %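 (tested at 10 µM)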; in the data active means inhibition above about 21%;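 further: 0% = enzyme with no compound and 100% = no enzyme blank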
CatB mix inh = cathepsin B inhibitors from pooled compounds, primary screen, biochemical, compound mixtures, AMC fluorescence; P07858; Purified cathepsin B, AMC dipeptide fluorescence; inhibition, %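 (ten-compound pools at 5 µM per compound and 50 µM total)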; actives 0.06% (n = 62,000); AID 488, 2006; in the data active means inhibition above about 22%, passing the limit was not always enough;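 further: 0% = enzyme without compound and 100% = no enzyme blank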
ROCK2 inh = inhibitors of human ROCK2 kinase, primary screen, biochemical, high-throughput, luminescence. Rho-associated protein kinase 2 (Homo sapiens), O75116. purified ROCK2, Kinase-Glo ATP depletion luminescence. inhibition, % at 6 µM. actives 0.35% (n = 60,000). AID 604, 2007;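 active means inhibition above the screen-wide mean inhibition plus 3 SD, cut at about 18% in these data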;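 further: plate controls were DMSO wells for no effect and Y-27632 control wells after no-enzyme background subtraction for full effect; many of its hits are not listed in these tables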
Target sequence (O75116 whole entry, looked up): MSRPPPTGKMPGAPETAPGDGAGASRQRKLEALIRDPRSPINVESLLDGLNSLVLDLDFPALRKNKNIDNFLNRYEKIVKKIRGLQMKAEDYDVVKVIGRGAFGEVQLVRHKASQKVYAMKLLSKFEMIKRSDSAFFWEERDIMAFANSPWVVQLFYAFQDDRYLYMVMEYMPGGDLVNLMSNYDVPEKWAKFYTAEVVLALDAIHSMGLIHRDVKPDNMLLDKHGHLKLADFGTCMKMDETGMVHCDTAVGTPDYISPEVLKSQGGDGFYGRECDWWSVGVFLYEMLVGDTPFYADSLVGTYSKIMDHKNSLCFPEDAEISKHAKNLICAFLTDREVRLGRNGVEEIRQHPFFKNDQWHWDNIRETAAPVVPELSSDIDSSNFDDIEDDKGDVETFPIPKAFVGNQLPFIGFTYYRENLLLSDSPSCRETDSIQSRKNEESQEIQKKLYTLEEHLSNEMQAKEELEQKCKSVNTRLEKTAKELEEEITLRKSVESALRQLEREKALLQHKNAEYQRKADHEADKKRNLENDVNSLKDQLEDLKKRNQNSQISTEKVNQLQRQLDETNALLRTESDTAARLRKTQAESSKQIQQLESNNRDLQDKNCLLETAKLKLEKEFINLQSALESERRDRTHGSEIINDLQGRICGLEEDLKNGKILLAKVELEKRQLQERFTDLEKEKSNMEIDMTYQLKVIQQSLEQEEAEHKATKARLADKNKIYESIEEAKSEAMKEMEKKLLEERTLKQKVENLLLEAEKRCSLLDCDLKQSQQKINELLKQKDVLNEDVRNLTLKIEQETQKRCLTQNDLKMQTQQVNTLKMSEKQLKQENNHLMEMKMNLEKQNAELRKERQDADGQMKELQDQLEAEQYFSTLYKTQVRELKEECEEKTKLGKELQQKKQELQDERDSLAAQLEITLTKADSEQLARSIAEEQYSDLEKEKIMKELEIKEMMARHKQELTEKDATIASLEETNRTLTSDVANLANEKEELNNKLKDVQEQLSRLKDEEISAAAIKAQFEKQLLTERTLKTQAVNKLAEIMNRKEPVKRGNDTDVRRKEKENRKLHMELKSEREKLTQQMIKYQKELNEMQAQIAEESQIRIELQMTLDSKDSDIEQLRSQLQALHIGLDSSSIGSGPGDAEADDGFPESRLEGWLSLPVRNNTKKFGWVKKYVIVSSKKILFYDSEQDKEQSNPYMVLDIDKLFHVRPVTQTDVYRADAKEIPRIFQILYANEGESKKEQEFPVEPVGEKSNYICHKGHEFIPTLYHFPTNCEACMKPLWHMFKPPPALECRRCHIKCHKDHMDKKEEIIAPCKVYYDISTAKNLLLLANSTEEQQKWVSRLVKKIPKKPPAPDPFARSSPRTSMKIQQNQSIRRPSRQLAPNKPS
PKA kinase inh = inhibitors of human PKA kinase activity, primary screen, biochemical, ATP-depletion luminescence, Kemptide substrate. cAMP-dependent protein kinase catalytic subunit alpha (Homo sapiens), P17612. PKA Kemptide phosphorylation, Kinase-Glo ATP luminescence. inhibition, % at 6 µM. actives 0.1% (n = 65,000);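 active means inhibition above the screen-wide mean inhibition plus 3 SD, cut at about 21% in these data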; further: many of its hits are not listed in these tables
E coli RNAP = E. coli RNAP inhibitors, biochemical | DNA-directed RNA polymerase subunit beta (Escherichia coli (strain K12)), P0A8V2 | E. coli RNA polymerase, fluorescence transcription assay | inhibition, %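 (tested at 10 µM)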 | actives 0.2% (n = 62,000) | AID 559, 2006; in the data active means inhibition above about 20%;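 further: 0% = enzyme without compound and 100% = no enzyme blank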
JNK3 blocker = JNK3 kinase activity inhibitors, primary screen, biochemical, human, purified enzyme; Mitogen-activated protein kinase 10 (Homo sapiens), P53779; HTS; inhibition, % at 8 µM; actives 0.61% (n = 60,000); in the data active means inhibition above about 17%;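 further: 0% = DMSO and 100% = reference inhibitor; many of its hits are not listed in these tables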
Active calls of the source: *; . = not tested or not shown.

molecule	CatS inh	AP ELISA ortho	RORA act	CatB block	CatB mix inh	ROCK2 inh	PKA kinase inh	E coli RNAP	JNK3 blocker
CCOc1ccc(-c2nnn(CC(=O)c3ccc4c(c3)OCCO4)n2)cc1	0	5	13	7	-1	-7	2	7	5
CC(C)COC(=O)NCC12C=CC(O1)C1C(=O)N(c3ccc(Cl)cc3)C(=O)C12 (stereo not given)	17	-10	21	8	5	-2	-2	6	-2
O=C(c1ccco1)N1CCN(Cc2cccc(F)c2)CC1	19	-1	-6	5	4	9	9	12	6
Cc1ccc(CSCCNS(C)(=O)=O)cc1	-5	15	15	2	-1	.	-8	-7	.
CCOC(=O)Nc1ccc2c(c1)N(C(=O)CN1CCN(C)CC1)c1ccccc1S2	14	3	-8	2	3	-1	-3	9	-5
Nn1c(SCC(=O)NC(=O)NCc2ccccc2)nnc1C1CC1	13	-9	-15	1	3	-1	11	6	-9
COc1ccc(S(=O)(=O)n2nc(-c3cc(OC)c(OC)c(OC)c3)cc2N)cc1OC	-1	25	-20	1	7	5	4	4	6
COc1ccc2c(c1)OCC1=C2CCC2(C)C(=O)CC=C12 (stereo not given)	-4	15	-8	-1	3	2	0	4	0
CC(=O)NC(Cc1ccccc1)C(=O)N1CCN(C(=O)c2cccs2)CC1 (stereo not given)	9	0	-17	7	5	.	-2	6	.
Cc1cc(C)nc(N2CCC(C(=O)Nc3ccc4c(c3)CCC4)CC2)n1	5	18	10	3	6	-1	2	6	3
COc1ccccc1-n1nnnc1S(=O)(=O)Cc1ccc(Cl)cc1	-3	1	-54	8	4	4	10	13	-6
COC(=O)c1cc(CSc2nnc(NC3CCCCC3)s2)oc1C	-1	-3	6	7	-1	2	10	5	-2

Arranged by heavy-atom count (low to high): some entries from above.
molecule	CatS inh	AP ELISA ortho	RORA act	CatB block	CatB mix inh	ROCK2 inh	PKA kinase inh	E coli RNAP	JNK3 blocker
CCOc1ccc(-c2nnn(CC(=O)c3ccc4c(c3)OCCO4)n2)cc1	0	5	13	7	-1	-7	2	7	5
CCOC(=O)Nc1ccc2c(c1)N(C(=O)CN1CCN(C)CC1)c1ccccc1S2	14	3	-8	2	3	-1	-3	9	-5
COc1ccc(S(=O)(=O)n2nc(-c3cc(OC)c(OC)c(OC)c3)cc2N)cc1OC	-1	25	-20	1	7	5	4	4	6

Other records:
molecule	CatS inh	AP ELISA ortho	RORA act	CatB block	CatB mix inh	ROCK2 inh	PKA kinase inh	E coli RNAP	JNK3 blocker
O=c1c2cnn(-c3ccccc3)c2nnn1Cc1ccccn1	-4	13	-5	6	2	.	-1	0	.
Cc1cc(NC(=O)Cn2nc(-c3ccccc3F)ccc2=O)ccc1-n1cnnn1	1	23	-18	5	2	4	11	4	-5
COc1ccc(F)cc1S(=O)(=O)NC1CC(C)(C)NC(C)(C)C1	-2	6	-7	3	1	-5	-6	-2	-5
CCOC(=O)c1[nH]c2cc(OC)c(OC)cc2c1NC(=O)CN(C)C1CCCCC1	-1	10	4	0	-2	4	6	6	-7
COCCNC(=S)c1ccc(OC)cc1	14	-1	3	-3	5	6	6	8	-6
Cc1ccc(Cn2ncc3c(N4CCN(Cc5ccc(Cl)cc5)CC4)ncnc32)cc1	.	.	-6	2	.	-4	-2	10	3
O=C(c1cccc(C(=O)N2CCN(c3ccc(F)cc3)CC2)c1)N1CCN(c2ccc(F)cc2)CC1	9	17	-7	4	8	1	-3	7	0
c1ccc(NCCCNc2ccccc2)cc1	12	-1	16	6	4	1	2	.	1
CCc1cc(C(=O)OC)c(NC(=O)CC2NCCNC2=O)s1 (stereo not given)	4	8	-3	-3	4	2	5	6	3
c1ccc(Cn2c(CNc3nc4ccccc4n3CCN3CCOCC3)nc3ccccc32)cc1	-1	9	-18	4	-4	6	5	6	2
CC(=O)Nc1nonc1-c1nc2ccccc2n1CCC(C)C	-7	19	1	3	0	8	14	2	4
COc1ccc(N2C(=O)CC(NCc3cccs3)C2=O)cc1 (stereo not given)	-2	6	-8	-1	2	2	4	5	-4
CCN1C(=O)NC(c2cccnc2)C(C(=O)OC)=C1C (stereo not given)	-4	4	-15	3	-2	6	11	7	-1
O=C(CSc1nnc(Cc2ccccc2)o1)Nc1ccc(Br)cn1	14	-1	-10	1	1	6	6	6	3
CNC(=O)c1cc2cccc(OC)c2oc1=O	4	-1	-4	13	5	6	1	9	2
O=C(OCN1C(=O)c2ccccc2C1=O)C1CCCCC1	14	1	-3	2	-8	0	-4	9	4
Cc1ccc(NC(=O)N2CCC(C(=O)NCc3ccccc3)CC2)cc1	-7	-2	-20	4	-4	3	13	5	2
Cc1ccnc(NC(=O)Nc2cccc(F)c2)c1	-7	24	-46	.	-4	-4	5	.	14
CCCS(=O)(=O)NCCc1cc2ccc(OC)cc2[nH]c1=O	6	18	33	1	3	3	4	6	3
CCOC(=O)CN1C(=O)NC2NC(=O)NC21 (stereo not given)	8	-3	-2	1	-1	-3	-1	1	-7
COc1ccc(OC)c(Nc2nc(-c3sc(C)nc3C)cs2)c1	-1	8	3	-1	-2	6	12	8	2
COc1cccc(-c2nn3c(-c4cccc(C)c4)nnc3s2)c1	-7	4	2	-2	-3	-4	-10	9	1
Cc1cc(C)n(-c2nc3c(c(=O)n(C)c(=O)n3C)n2C)n1	-3	6	0	3	-8	6	6	4	-5
CCC(C)NC(=O)CN(c1ccc2c(c1)OCO2)S(=O)(=O)c1c(C)n[nH]c1C (stereo not given)	-2	17	3	1	5	8	9	6	5
CCOC(=O)C1CCCN(C(=O)c2sc3nc(-c4ccccc4)cn3c2C)C1 (stereo not given)	.	-19	14	6	3	3	0	2	-3
O=C(O)CCc1nc2cccnc2n1Cc1ccccc1	8	10	-12	3	-1	0	1	4	-3
COc1ccc(CC(C)N2CCN(Cc3ccccc3)CC2)c(OC)c1 (stereo not given)	1	-7	-12	1	-4	5	5	-2	1
Cc1ccc(CNc2oc(-c3cccs3)nc2C#N)cc1	5	5	0	3	-1	5	8	-4	5
CCOC(=O)CSc1nnc(CNC(=O)Cc2ccccc2)n1C	19	-18	11	7	-1	2	12	13	5
CCNc1nc(NC(C)C)nc(N(C#N)C(C)C(=O)N(C)C)n1 (stereo not given)	-5	15	1	-3	2	4	6	2	-3
N#Cc1ccc(Oc2ccc(C(N)=O)cc2)cc1C#N	2	5	-1	5	0	.	8	8	.
COc1nc2cc(C)ccc2cc1-c1noc(-c2cccnc2)n1	1	4	-5	0	4	1	5	6	-7
O=C(Nc1ccc(F)c(Cl)c1)c1ccc2c(=O)n3c(nc2c1)CCCCC3	16	-1	30	4	-1	3	7	8	1
CCCCCCNC(=O)C(C#N)c1nc2ccccc2nc1N1CCOCC1 (stereo not given)	-4	10	-13	0	-2	1	4	-1	-4
C=C1C(C(=O)N2CCN(C)CC2)C1C(=O)N1CCN(C)CC1 (stereo not given)	-6	13	8	1	4	2	1	1	-1
CCCn1c(CCc2ccccc2)nnc1SCC(=O)N1CCCC1	15	-7	2	1	2	3	6	7	3
CCn1c(C(=O)N2CCCC(C(=O)NCCc3ccc(C)cc3)C2)cc2sccc21 (stereo not given)	4	8	14	8	4	3	5	11	-2
CC1CCN(CCCNC(=O)C2CCC(=O)N2C2CCCC2)CC1 (stereo not given)	7	7	1	5	-6	-1	11	2	1
COCCN(C(=O)c1ccccc1)c1nnc(-c2cccnc2)s1	2	6	19	-3	7	2	2	9	2
Cc1csc(NC(=O)CSc2nnc(Cn3c(=O)sc4ccccc43)n2-c2ccccc2)n1	-16	8	-5	-3	3	5	9	1	1
CCOc1nc(-c2ccc(OC)cc2)ccc1-c1noc(C)n1	-2	14	15	-4	2	7	5	5	0
CCCCCC(=O)N(CN1C(=O)CCC1=O)c1ccccc1	16	-3	-24	-3	8	-1	0	7	3
CC(C)C(=O)Nc1cccc2nsnc12	13	4	-14	2	-2	4	-4	11	-4
CCN(CC)C(=O)c1ccc(CS(=O)(=O)c2ccc(OC)cc2)o1	16	-17	-12	3	1	1	3	-2	3
COc1ccc(C(=O)NCc2nnc(SCC(=O)N3CCC(C)CC3)o2)cc1OC	-1	11	-15	3	0	.	0	0	.
O=C(CCC1CCCCC1)Nc1c2c(nn1-c1ccc(F)cc1)CS(=O)C2 (stereo not given)	3	19	11	-1	5	2	5	-3	4
CCOC(=O)c1nnn(-c2nonc2N)c1-c1cccc2ccccc12	-5	26	9	-3	1	18	1	-7	0
COc1cccc(CNC(=O)Cn2cc3c(n2)CCCCC3)c1	6	-3	-9	2	-5	4	5	8	5
Cn1c(=O)[nH]c(=O)c2c1nc(N1CCCCC1)n2CCOc1ccccc1	3	9	-7	-4	1	0	6	7	2
CCN1C(=O)CC(Sc2ccccc2N)C1=O (stereo not given)	6	6	-26	3	5	6	2	8	8
COc1ccc(N2CCN(CCCNC(=O)C3(S(=O)(=O)c4ccc(Cl)cc4)CC3)CC2)cc1	6	-7	5	2	3	5	9	-7	-3
CCN1C(=O)NC(c2cc(Br)ccc2OC)C(C(=O)OC)=C1C (stereo not given)	0	-1	-5	4	4	-2	-5	-3	-4
COc1ccccc1NS(=O)(=O)c1cc(C(=O)NCCN2CCOCC2)ccc1Cl	0	6	-27	4	7	2	-4	3	1
Clc1ccc(OCc2nnc(SCc3nnc(-c4ccccc4)o3)o2)c(Cl)c1	3	3	31	2	3	4	12	2	4
CC1CN(S(=O)(=O)c2cccc(C(=O)OCC(=O)Nc3ccc4c(c3)OCO4)c2)CC(C)O1 (stereo not given)	1	1	16	0	2	1	7	8	1
COCc1cc(C)nc2sc(C(=O)N3CCCC3)c(N)c12	1	9	-10	1	1	3	11	2	0
CCCCNC(=O)c1c(C)cc(=O)oc1C	-8	10	-15	2	5	.	2	5	.
Oc1c(C(Nc2nc3ccccc3s2)c2ccco2)ccc2cccnc12 (stereo not given)	38	-4	4	4	-7	2	7	9	-1
COc1ccc(CNC(=O)COC(=O)c2ccc3c(c2)OCCO3)cc1	10	1	-13	3	4	4	11	11	3
COCCCn1c(-c2ccsc2)nc2c1c(=O)[nH]c(=O)n2Cc1ccccc1	-1	12	-8	-4	5	3	5	2	-2

Next section:
molecule	CatS inh	AP ELISA ortho	RORA act	CatB block	CatB mix inh	ROCK2 inh	PKA kinase inh	E coli RNAP	JNK3 blocker
COC(=O)CCC(=O)Nc1sc(C)c(C)c1C(N)=O	-3	16	2	4	2	2	12	4	2
CC1CN(C(=O)CN2C(=O)c3ccccc3C2=O)CC(C)O1 (stereo not given)	-4	2	-23	-1	-4	-2	7	6	-5
O=C(CN1C(=O)c2ccccc2S1(=O)=O)Nc1ccc(S(=O)(=O)N2CCCCCC2)cc1	7	-5	-13	2	-10	6	11	8	-2
Cc1cc(C)n(-c2cccc(Cl)c2)c(=O)c1C#N	-1	12	6	-1	1	0	-4	-2	-2
O=C(CN1CCOCC1)NCC12CC3CC(CC(C3)C1)C2	-9	13	3	-5	7	4	-2	-1	8
COc1ccc(Cl)cc1NC(=O)CSc1nnc(COc2ccccc2)n1N	3	10	16	11	3	10	6	3	5

An excerpt; the hit share may differ from the screen's.
